BRCA1 expr up: qHTS Assay to Identify Small Molecule Activators of BRCA1 Expression | MCF7-BRCA1-FFLuc reporter, luminescence, 48 h; response scale: scaled: vehicle 0%, 10 µM genistein 100% | 380,000 tested, 1.1% active | Potency, µM (top dose mostly 46.1 µM), for inactives: at the highest dose activation, most hits filed as activators; note: nearly all actives have a fitted effect of over 80% in size; some results filed as inactive show a strong effect at the top dose
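Luminescence from a BRCA1-driven firefly luciferase in MCF7 cells was read after 48 h compound exposure at 37 C. Data normalized against DMSO and a 10microM genistein activation control, then curve-fitted across the titration.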
FLuc modulator: qHTS profiling assay for firefly luciferase inhibitor/activator using purifed enzyme and Km concentrations of substrates (counterscreen for miR-21 project) | Luciferin 4-monooxygenase (Photinus pyralis), P08659 | purified FLuc, Km substrates, luminescence inhibition | Potency, µM (doses to about 57.5 µM), inactives show at the top dose activity change, negative = inhibition, most hits filed as inhibitors | 360,000 tested, 6.9% active | AID 588342, 2011;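 note: plate controls were vehicle for no effect and reference inhibitor for full effect; nearly all actives have a fitted effect of over 55% in size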
Target sequence (P08659 whole entry, looked up): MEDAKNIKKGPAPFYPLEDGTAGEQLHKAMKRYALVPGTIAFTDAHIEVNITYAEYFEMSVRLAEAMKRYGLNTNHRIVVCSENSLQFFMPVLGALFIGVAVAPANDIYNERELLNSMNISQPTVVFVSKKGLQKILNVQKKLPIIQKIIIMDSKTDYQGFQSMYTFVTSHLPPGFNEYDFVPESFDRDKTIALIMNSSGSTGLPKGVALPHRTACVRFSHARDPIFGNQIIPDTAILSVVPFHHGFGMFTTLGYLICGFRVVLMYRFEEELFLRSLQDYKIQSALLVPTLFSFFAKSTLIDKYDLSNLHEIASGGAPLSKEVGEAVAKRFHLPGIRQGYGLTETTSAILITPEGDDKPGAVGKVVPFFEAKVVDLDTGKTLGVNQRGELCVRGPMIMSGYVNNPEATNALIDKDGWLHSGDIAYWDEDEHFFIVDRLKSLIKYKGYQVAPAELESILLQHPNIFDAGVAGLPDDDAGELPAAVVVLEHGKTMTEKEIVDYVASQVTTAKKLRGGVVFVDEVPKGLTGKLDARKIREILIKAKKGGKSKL
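Purified P. pyralis luciferase, 10 nM final, with Km-level 10 uM D-luciferin and 10 uM ATP in 50 mM Tris acetate pH 7.5, 10 mM Mg acetate, 0.01% Tween-20, 0.05% BSA; 6-point qHTS titration about 60 µM downward; luminescence read.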
* hit, by the source's call; ? = inconclusive; [ ] = dose if it differs, or a comment. Calls come from the whole dose curve; as a rule, active = well fitted curve in the direction sought with a large enough effect; inconclusive = small, poorly fitted or top-dose-only effect, or another doubt; inactive = no such curve, though single readings can be large; an effect the other way counts as inactive or inconclusive. Potency is the fitted concentration of half-maximal effect. The list is partial. The share of hits here may be higher or lower than overall.

| canonical_smiles | FLuc modulator | BRCA1 expr up |
| --- | --- | --- |
| COC(=O)c1ccc(Cn2c(SCC(=O)NCc3ccccc3)nc3ccccc32)cc1 | -5% | 0% |
| Cc1cc(Nc2cccc(Cl)c2)nc2ccc(NC(=O)COc3ccc(Cl)cc3)cc12 | -2% | -39% |
| COc1ccc(NC(=O)Cn2c(=O)n(Cc3ccccc3)c(=O)c3sc4ccccc4c32)cc1 | 3% | 2% |
| COCCCNC(=O)c1ccc(Cn2c(=O)c3ccccc3n(CC(N)=O)c2=O)cc1 | -3% | 3% |
| COc1ccc(S(=O)(=O)n2nc(C)c(S(=O)(=O)N3CCCCCC3)c2C)cc1OC | -9% | 15% |
| COc1ccc2cc(-c3nc(Cl)c4c5c(sc4n3)CCCC5)c(=O)oc2c1 | ? | 1% |
| O=C(Cn1c(=O)n(Cc2ccc(C(=O)NCc3ccc4c(c3)OCO4)cc2)c(=O)c2ccccc21)Nc1cccc(Cl)c1 | -6% | 8% |
| COc1cc2nc(NC(=O)c3ccc(S(=O)(=O)N4CCOCC4)cc3)sc2cc1OC | -14% | 7% |
| Cc1nn(-c2ccccc2)c(-n2cccc2)c1C(=O)NCCCN1CCN(c2ccccc2F)CC1 | -9% | -22% |
| COc1ccc(-c2noc(-c3ccc(N4CCCC4)c([N+](=O)[O-])c3)n2)cc1OC | -17% | -5% |
| CC(=O)c1cccc(NC(=O)c2nc(-c3ccccc3)n(-c3cccc(C)c3)n2)c1 | ? | 0% |
| CCCCCSc1nc2sc3c(c2c(=O)n1-c1ccccc1)CCN(C(C)=O)C3 | -15% | 16% |
| COc1ccc(NC(=O)Cn2cc(S(=O)(=O)c3ccccc3)c(=O)c3cc4c(cc32)OCO4)cc1 | -1% | -13% |
| CCCN1C(=O)C2(c3ccccc31)c1c(oc3ccccc3c1=O)C(=O)N2CCO (centres undefined) | -5% | 12% |
| O=[N+]([O-])c1cc(-c2nc(-c3ccccc3)no2)ccc1NC1CCCC1 | -8% | 0% |
| CCOc1ccc(Nc2oc(/C=C/c3ccc(F)cc3)nc2C#N)cc1 | -5% | 16% |
| CC1=C(C(=O)NCc2cccc(Br)c2)C2(CCCCC2)OC1=O | -7% | -16% |
| CCc1c(C)nc2nc(-c3ccccc3)nn2c1NCc1ccc(C)cc1 | ? | -74%[inhibitor] |
| CCOC(=O)CSc1nc2ccc(NC(=O)c3ccc(F)cc3)cc2s1 | ? | 0% |
| CCc1cccc(NC(=O)C2CCC(CNS(=O)(=O)c3ccc4c(c3)CCCC(=O)N4)CC2)c1 (centres undefined) | ? | -15% |
| CC(C)C(=O)Nc1c(C(=O)N2CCN(c3ccccc3F)CC2)oc2ccccc12 | -7% | -4% |
| CCN(CC)C(=O)C1=C(C)Nc2nc3ccccc3n2C1c1ccc(Cl)cc1 (centres undefined) | 6% | 1% |
| Cc1nc(-c2ccccc2)sc1CCNC(=O)C(=O)Nc1ccc2c(c1)OCO2 | 1% | 12% |
| Cc1ccc2c(c1)N(CCC(=O)NCc1ccccc1Cl)C(=O)CO2 | 1% | -1% |
| O=C(CSc1nccn1Cc1ccccc1)NCc1ccccc1Cl | -1% | 15% |
| CCn1c(=O)cc(OCC(=O)N(C)c2ccc(OC)cc2)c2ccccc21 | 2% | 0% |
| CCOc1ccc(S(=O)(=O)N(CC(=O)NCCc2ccc(OC)cc2)c2ccccc2)cc1 | -12% | 8% |
| CCOC(=O)C1=C(CN2CCC(C(=O)OCC)CC2)NC(=O)NC1c1ccc(Cl)cc1 (centres undefined) | -9% | 5% |
| Cc1ccc(NC(=O)C2CCCN(S(=O)(=O)c3ccc4c(c3)oc(=O)n4C)C2)cc1Cl (centres undefined) | -7% | 6% |
| CCS(=O)(=O)N1CCc2cc(C(=O)Nc3cc(C(F)(F)F)ccc3Cl)ccc21 | -13% | 9% |
| CCOC(=O)c1c(NC(=O)C(C)Sc2cn(CCNC(=O)c3ccccc3OC)c3ccccc23)sc2c1CCC2 (centres undefined) | -6% | -20% |
| O=C(COc1ccc(Cl)cc1)OCc1cc(=O)n2nc(-c3cccs3)sc2n1 | 1% | 0% |

Quoted at random: 2 entries already listed.
| canonical_smiles | FLuc modulator | BRCA1 expr up |
| --- | --- | --- |
| CCn1c(=O)cc(OCC(=O)N(C)c2ccc(OC)cc2)c2ccccc21 | 2% | 0% |
| CCOc1ccc(S(=O)(=O)N(CC(=O)NCCc2ccc(OC)cc2)c2ccccc2)cc1 | -12% | 8% |

Back to the main list, starting 2 compounds before the break.
| canonical_smiles | FLuc modulator | BRCA1 expr up |
| --- | --- | --- |
| CCOC(=O)c1c(NC(=O)C(C)Sc2cn(CCNC(=O)c3ccccc3OC)c3ccccc23)sc2c1CCC2 (centres undefined) | -6% | -20% |
| O=C(COc1ccc(Cl)cc1)OCc1cc(=O)n2nc(-c3cccs3)sc2n1 | 1% | 0% |
| Cc1ccc(CNC(=O)Nc2cn(CC(C)C)c(=O)c3ccccc23)cc1 | -12% | 4% |
| CCOc1ccc(NC(=O)N2CCN(S(=O)(=O)c3ccc4c(ccn4C)c3)CC2)cc1 | -2% | -20% |
| CCc1ccc(C(=O)c2cn(CC(=O)Nc3ccc4c(c3)OCCO4)c3ccc(C)cc3c2=O)cc1 | -2% | 7% |
| CCOc1ccccc1NCc1nnc2n1CCCCC2 | 4% | 13% |
| Cc1noc(C)c1S(=O)(=O)N1CCC(C(=O)N2CCN(c3cccc(C(F)(F)F)c3)CC2)CC1 | -2% | 0% |
| COc1cccc(NC(=O)CSc2cc(C)[nH]c(=O)n2)c1 | 2% | 13% |
| O=C(CN1C(=O)COc2ccc(S(=O)(=O)N3CCCCCC3)cc21)N1CCN(c2ccc(F)cc2)CC1 | -8% | -22% |
| CC1=C(c2ccc(C)c(C)c2)S(=O)(=O)N=C1N1CCC(C(=O)Nc2ccc(Cl)cc2)CC1 | -1% | 0% |
| COc1ccc(CC(=O)N(Cc2nc(-c3ccc(C)cc3)no2)C(C)C)cc1 | -1% | -3% |
| Cc1ccc(OCCSc2nc3ccc(NC(=O)COc4ccc(C)cc4)cc3s2)cc1 | 2% | 18% |
| COc1cccc(NC(=O)CSc2nc(=O)n(Cc3ccncc3)c3c2CCC3)c1 | 0% | 3% |
| CC(=O)c1ccc(N2CCN(C(=O)Cn3ncc4c3-c3ccccc3OC4)CC2)cc1 | -14% | 0% |
| CCOc1ccccc1C(=O)Nc1c(C(=O)Nc2ccc(F)cc2)oc2ccccc12 | -1% | -39% |
| Cc1nc(-c2ccc(F)cc2)sc1CCNC(=O)c1ccccc1 | -20% | 2% |
| CCc1nn2c(=O)cc(COc3ccc(/C=C(\C#N)C(=O)Nc4ccc(F)cc4)cc3OC)nc2s1 | -1% | 13% |
| CCCCC(CC)CNC(=O)CCCCCn1c(=O)[nH]c2ccsc2c1=O (centres undefined) | -2% | -27% |
| Cc1cccc(-c2nc(C)c(CCNC(=O)C(=O)Nc3c(C)cc(C)cc3C)s2)c1 | -3% | 8% |
| COc1cc(C(=O)Nc2ccccc2OCc2cc(=O)n3c(C)csc3n2)cc(OC)c1OC | 0% | 14% |
| CCOC(=O)c1ccc(NC(=O)Nc2ccc3snnc3c2)cc1 | -4% | 2% |
| COCCNC(=O)Cn1c(=O)n(-c2ccc(C)c(C)c2)c(=O)c2c3c(sc21)CCCCC3 | -9% | 0% |
| CN(C(=O)c1ccc2c(Cl)c3c(nc2c1)CCC3)c1ccccc1F | ? | ? |
| COc1ccccc1NC(=O)C1=C(C)Nc2nc(SCc3ccccc3)nn2C1c1cccnc1 (centres undefined) | 0% | -5% |
| CCOc1ccc(N(C(C)C(=O)NCCSc2ccc(C)cc2)S(C)(=O)=O)cc1 (centres undefined) | -3% | -5% |
| CCc1ccc(NC(=O)C2CCCN(S(=O)(=O)c3cccc4nsnc34)C2)cc1 (centres undefined) | -1% | -6% |
| COc1cccc(CNC(=O)c2cc(=O)[nH]c3ccc(S(=O)(=O)N4CCCC4)cc23)c1 | 2% | 4% |
| Cc1ccc(S(=O)(=O)NCCc2csc3nc(-c4ccccc4C)nn23)cc1 | -14% | 0% |
| CCC(=O)N1c2ccc(S(=O)(=O)CCC(=O)NCc3ccccc3OC)cc2CC1C (centres undefined) | -11% | 0% |
| COCCn1c(=N)c(C(=O)NC(C)c2ccccc2)cc2c(=O)n3cc(C)ccc3nc21 (centres undefined) | -2% | 6% |
| O=C(NCc1ccc(F)cc1)c1ccc2c(c1)N(Cc1c(F)cccc1Cl)C(=O)CS2 | -3% | -2% |
| CCOc1ccc(-n2c(=O)c3sc4ccccc4c3n(Cc3cccc(C)c3)c2=O)cc1 | -1% | 1% |
| Cc1ccc2c(c1)c1c(c(=O)n(-c3cccc(Cl)c3)c(=O)n1CC(=O)N1CCCC1)n2C | -7% | 11% |
| Clc1cccc(N2CCN(c3nc4ccccc4c4nc(-c5cccnc5)nn34)CC2)c1 | -1% | -1% |

The closing 4 compounds of the section above lead into the next:
| canonical_smiles | FLuc modulator | BRCA1 expr up |
| --- | --- | --- |
| O=C(NCc1ccc(F)cc1)c1ccc2c(c1)N(Cc1c(F)cccc1Cl)C(=O)CS2 | -3% | -2% |
| CCOc1ccc(-n2c(=O)c3sc4ccccc4c3n(Cc3cccc(C)c3)c2=O)cc1 | -1% | 1% |
| Cc1ccc2c(c1)c1c(c(=O)n(-c3cccc(Cl)c3)c(=O)n1CC(=O)N1CCCC1)n2C | -7% | 11% |
| Clc1cccc(N2CCN(c3nc4ccccc4c4nc(-c5cccnc5)nn34)CC2)c1 | -1% | -1% |
| O=C(CN1C(=O)C2(SCC(=O)N2c2ccc(F)cc2)c2ccccc21)NCCc1ccccc1 (centres undefined) | -7% | -11% |
| CCc1ccc(S(=O)(=O)N2CCN(c3ccc(Cl)c(Cl)c3)CC2)cc1 | -8% | -9% |
| Cc1ccc(C)c(Cn2c(=O)n(CCCCC(=O)NCc3ccccc3Cl)c(=O)c3ccccc32)c1 | -1% | -7% |
| CCCCN1CC(c2nc3ccccc3n2CCCCOc2ccc(C)cc2C)CC1=O (centres undefined) | -2% | -27% |
| Cc1ccc(NC(=O)C(Cc2ccccc2)NS(=O)(=O)c2ccc3c(c2)c(=O)n(C)c(=O)n3C)c(C)c1 (centres undefined) | 1% | 5% |
| CCN(CC)c1ccc(NC(=O)CCc2c(C)nc3ncnn3c2C)c(C)c1 | -5% | 22% |
| COc1ccccc1NC(=O)C1=C(C)Nc2nc3ccccc3n2C1c1cccc(Br)c1 (centres undefined) | -2% | -54% |
| CCOC(=O)COc1ccc(CC)cc1C(=O)c1ccn2nc(-c3ccc(F)cc3)cc2n1 | -2% | -8% |
| Cn1nc(-c2ccccc2F)c2cc(C(=O)Nc3cc(F)ccc3F)sc21 | 0% | 5% |
| Cc1cccc(C)c1NC(=O)CCSc1nc(-c2ccc3c(c2)OCO3)cc(C(F)(F)F)n1 | 1% | -10% |
| COCCCNC(=O)Cn1c(=O)n(-c2cccc(C)c2)c(=O)c2c3c(sc21)CN(C(C)=O)CC3 | -5% | -1% |
| CCN(C(=O)Cn1cnc2onc(-c3ccc(F)cc3)c2c1=O)c1ccc(OC)cc1 | 7% | -2% |
| CCc1ccc(NC(=O)Cn2c(=O)n(CCCC(=O)NCc3ccc4c(c3)OCO4)c(=O)c3ccccc32)cc1 | 3% | 16% |
| CCCCCn1c(=O)[nH]c2cc(C(=O)NCc3ccc(F)cc3)ccc2c1=O | -1% | -4% |
| CC(C)CCNc1nc2c(-c3ccccc3)nnn2c2ccccc12 | 3% | 5% |
| Cc1ccc(C(=O)c2oc3ccccc3c2NC(=O)c2cc(-c3ccccc3)on2)cc1 | -3% | 0% |
| Cc1ccc(-c2nc(S(=O)(=O)c3ccc(C)cc3)c(N3CCN(c4ccccc4)CC3)o2)cc1 | 1% | 7% |
| CCOC(=O)c1c(Nc2cccc(C(=O)OC)c2)nnc(-c2ccccc2)c1-c1ccccc1 | -12% | 10% |
| CCc1ccc(C(=O)c2cn(CC(=O)Nc3ccc4c(c3)OCO4)c3ccc(CC)cc3c2=O)cc1 | -2% | -3% |
| Cc1ccc(CCNC(=O)Cn2c(-c3cccs3)cc3cc(F)ccc32)cc1 | -2% | 1% |
| COc1ccc2[nH]cc(CCN=C(NC(=O)c3ccccc3F)Nc3nc(C)cc(C)n3)c2c1 | 1% | -25% |
| CCOc1ccc(CCNC(=O)CN2CCN(Cc3ccc(Cl)cc3)C2=O)cc1OCC | -2% | -7% |
| O=C(c1ccc(Br)cc1)N(Cc1cccs1)c1ccc(F)cc1 | ? | -2% |
| CCc1ccccc1NC(=O)c1ccc2c(c1)N(Cc1cc(C)ccc1C)C(=O)c1ccccc1S2(=O)=O | -2% | 15% |

Screening data (PubChem)
